EPAC2 agonist – qHTS for Agonist of cAMP-regulated guanine nucleotide exchange factor 4 (EPAC2): primary screen. Rap guanine nucleotide exchange factor 4 (Homo sapiens), Q8WZA2. EPAC2 activation, biochemical qHTS; response scale: 100% = 6.5 mM cAMP response. Potency, µM (series often up to 154 µM), for the others: at the highest dose activation, hits mostly activators. actives 0.079% (n = 360,000). AID 720711, 2013; note: nearly all actives have a fitted effect of over 50% in size
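qHTS, titration series. 100 nM EPAC2 / 250 nM Rap1B-BODIPY-GDP / 50 uM GDP; RT; ex 480/em 540 nm, 5-min reads to 30 min. Norm. to 6.5 mM cAMP = activation.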
EPAC2 antagonist – qHTS for Antagonist of cAMP-regulated guanine nucleotide exchange factor 2 (EPAC2): primary screen. Rap guanine nucleotide exchange factor 4 (Homo sapiens), Q8WZA2. EPAC2 GEF exchange of Rap1B-BODIPY-GDP, fluorescence. Potency, µM (series often up to 114 µM), without a hit: at the highest dose activity, negative = inhibition, most hits filed as inhibitors. actives 0.18% (n = 360,000); note: % is set by controls: 0 for no effect and ±100 for the full control effect; nearly all actives have a fitted effect of over 45% in size; many of its hits are not listed in these tables
FUS suppressor – qHTS for Suppressors of FUS Proteinopathy: Primary screen using FUS-linked yeast assay; S. cerevisiae FUS-expressing, growth rescue, OD600, 24 h; Potency, µM (titrated, usually from 76.6 µM), for inactives: at the top dose growth rescue (activation), usual class: activators; actives 0.24% (n = 390,000); AID 1347120, 2019;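 note: plate controls were DMSO vehicle for no effect and reference control for full effect; nearly all actives have a fitted effect of over 55% in size; some results filed as inactive show a strong effect at the top dose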
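Yeast FUS proteinopathy model; galactose-induced FUS (2%), starting OD 0.005. Cpds in dilution series, 24hr, 30C, 99% humidity. Abs 600 nm growth. Pos ctrl CP55940 (top 92uM final); neg ctrl DMSO.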
EPAC1 ag – qHTS for Agonist of cAMP-regulated guanine nucleotide exchange factor 3 (EPAC1): primary screen; EPAC1 agonist qHTS, biochemical assay; response scale: 100% = response to 6.5 mM cAMP; AID 720707, 2013; Potency, µM (titrated, usually from 154 µM), inactives show top-dose activation, actives largely listed as activators; Rap guanine nucleotide exchange factor 3 (Homo sapiens), O95398; actives 0.073% (n = 360,000); note: nearly all actives have a fitted effect of over 60% in size
Target sequence (O95398 whole entry, looked up): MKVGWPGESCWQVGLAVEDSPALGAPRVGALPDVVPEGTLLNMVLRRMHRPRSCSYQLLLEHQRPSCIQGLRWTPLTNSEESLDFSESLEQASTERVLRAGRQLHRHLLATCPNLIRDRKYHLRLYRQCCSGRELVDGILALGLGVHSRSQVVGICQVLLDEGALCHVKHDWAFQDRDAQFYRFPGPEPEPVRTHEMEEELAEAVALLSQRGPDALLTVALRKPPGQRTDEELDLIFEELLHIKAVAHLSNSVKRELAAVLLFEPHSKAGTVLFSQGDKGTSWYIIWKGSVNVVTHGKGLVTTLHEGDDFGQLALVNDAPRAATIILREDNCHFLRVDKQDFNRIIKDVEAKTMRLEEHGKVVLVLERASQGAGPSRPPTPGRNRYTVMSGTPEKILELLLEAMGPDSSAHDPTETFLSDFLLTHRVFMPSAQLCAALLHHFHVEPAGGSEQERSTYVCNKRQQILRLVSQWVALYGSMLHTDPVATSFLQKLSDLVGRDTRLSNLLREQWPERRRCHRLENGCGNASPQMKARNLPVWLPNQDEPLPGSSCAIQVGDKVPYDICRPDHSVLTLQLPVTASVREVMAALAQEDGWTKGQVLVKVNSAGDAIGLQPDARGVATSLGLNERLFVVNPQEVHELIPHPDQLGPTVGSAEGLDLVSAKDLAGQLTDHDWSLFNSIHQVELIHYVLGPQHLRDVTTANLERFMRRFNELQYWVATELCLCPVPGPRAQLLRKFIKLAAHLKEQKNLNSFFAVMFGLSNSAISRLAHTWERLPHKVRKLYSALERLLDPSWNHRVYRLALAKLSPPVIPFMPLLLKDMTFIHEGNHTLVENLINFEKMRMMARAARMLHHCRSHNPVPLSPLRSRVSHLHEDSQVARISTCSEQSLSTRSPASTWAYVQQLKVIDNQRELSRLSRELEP
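Nucleotide exchange assay: 100 nM EPAC1 with 250 nM Rap1B loaded with BODIPY-GDP and 50 uM GDP, room temperature. Fluorescence (480/540 nm) read every 5 min for 30 min; signal change normalized to 6.5 mM cAMP as full agonist.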
aSyn yeast inh – qHTS of alpha-syn Inhibitors; Yeast expressing alpha-synuclein, growth rescue, BacTiter-Glo, 24 h; Potency, µM (doses to about 46.1 µM), without a hit: at the highest dose growth rescue (activation), usual class: activators; actives 0.14% (n = 370,000); note: % of control where 0% means no effect; nearly all actives have a fitted effect of over 65% in size
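Galactose-induced alpha-syn yeast (OD600=0.02, raffinose-pregrown) + pinned cpd, 24 hr, 30 deg C; growth by BacTiter-Glo luminescence. Growth restoration scores as activation.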
EPAC1 antagonist – qHTS for Antagonist of cAMP-regulated guanine nucleotide exchange factor 3 (EPAC1): primary screen; AID 720709, 2013; actives 0.14% (n = 360,000); Potency, µM (titrated, usually from 115 µM), without a hit: at the highest dose activity change, negative = inhibition, hits mostly inhibitors; EPAC1 GEF assay, Rap1b-BODIPY-GDP exchange fluorescence;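 note: plate controls were vehicle for no effect and positive control for full effect; nearly all actives have a fitted effect of over 50% in size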
PTHR1 agonist – qHTS for PTHR1 Agonists: Primary Screen | HEK293 GP2 PTHR1 cells, GloSensor cAMP luminescence, 1 h | Parathyroid hormone/parathyroid hormone-related peptide receptor (Homo sapiens), Q03431 | actives 0.075% (n = 410,000) | Potency, µM (doses to about 115 µM), without a hit: at the highest dose activation, most hits filed as activators; note: nearly all actives have a fitted effect of over 55% in size; some results filed as inactive show a strong effect at the top dose; inactives centre near -15; many of its hits are not listed in these tables
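HEK-293-derived GP2 cells expressing PTHR1 and a GloSensor cAMP reporter, 3,000/well, plated overnight, given luciferin plus IBMX (each 0.5 mM as added) for 1 h at 37 °C, then compound for 1 h at 37 °C. Luminescence was read after 15 min at room temperature.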
TDP43 rescue – qHTS of TDP-43 Inhibitors; TDP-43 expressing yeast growth rescue, BacTiter-Glo, 24 h; actives 1.8% (n = 410,000); Potency, µM (highest dose often 46.1 µM), without a hit: at the highest dose growth rescue (activation), actives largely listed as activators; note: % of control where 0% means no effect; nearly all actives have a fitted effect of over 50% in size
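Cell-based yeast growth screen: TDP-43 expression induced in galactose, inoculum OD600=0.02 after raffinose pregrowth to mid-log. Read-out BacTiter-Glo luminescence at 24 hr, 30 deg C; inhibition of toxicity seen as signal increase.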
Starred values were filed as active, the others as inactive; i = inactive; ? = inconclusive; nt = no result given; & = joins results of further samples; ! = not confirmed by another sample; [ ] = dose if it differs, or a comment. Calls come from the whole dose curve; as a rule, active = well fitted curve in the direction sought with a large enough effect; inconclusive = small, poorly fitted or top-dose-only effect, or another doubt; inactive = no such curve, though single readings can be large; an effect the other way counts as inactive or inconclusive. Potency is the fitted concentration of half-maximal effect. This is a subset, so the mix of outcomes need not match the whole.

Molecule | aSyn yeast inh | PTHR1 agonist | EPAC1 ag | TDP43 rescue | EPAC2 agonist | FUS suppressor | EPAC1 antagonist | EPAC2 antagonist
COc1cc(Cl)c(C)cc1NC(=O)CNC(C)c1ccccc1OC (configuration not stated) | 0% | -5% | 12% | 1% | 25% | 2% | -5% | -22%
Cc1cc(=O)[nH]c(SCC2COC3(CCCCC3)O2)n1 (configuration not stated) | -6% | i | -7% | 8% | 7% | 6% | 7% | 9%
Cc1c(C(=O)Nc2ccc(Cc3ccncc3)cc2)cccc1[N+](=O)[O-] | -13% | -21% | -5% | 4% | 9% | 21% | -5% | 3%
CC(=O)c1coc2ccc(OCCN3CCCCC3)cc12 | 1% | -7%[57.5 µM] | 5% | -5% | 9% | 4% | 2% | -2%
O=C(COC(=O)/C=C/c1ccccc1)NCCNC(=O)COC(=O)/C=C/c1ccccc1 | -4% | -22% | -1% | -39%[inhibitor] | 5% | 12% | -8% | 4%
CC1CC(C)CN(c2nc3c(c(=O)n(C)c(=O)n3C)n2C)C1 (configuration not stated) | 0% | -1%[57.5 µM] | -1% | -24% | 1% | -7% | -2% | 1%
O=C(O)c1ccc(Cl)c(S(=O)(=O)N2CCCC2)c1 | 3% | i | 17% | 20% | 8% | -9% | 10% | -2%
CCc1nnc(NC(=O)C2CCN(C(=O)NC3CCCCC3)CC2)s1 | 1% | i | -1% | 11% | 9% | 8% | 0% | 16%
CCSc1ccc([C@@H]2[C@@H]3C(=O)N(CC)C(=O)[C@@H]3[C@]3(C(=O)OC)CCCCN23)cc1OC | 3% | -17% | -5% | ? | 19% | 43% | -21% | 4%
Cn1c(N)c(C(=O)COC(=O)Cc2ccc(Cl)c(Cl)c2)c(=O)n(C)c1=O | 1% | i | 4% | 22% | 3% | 11% | -15% | ?
COc1ccc(N2C(=O)CC(Sc3nc4ccccc4s3)C2=O)cc1OC (configuration not stated) | 0% | -15% | 8% | 3% | 16% | 4% | -7% | -6%
O=C(Nc1c(C(=O)N2CCN(c3ccccn3)CC2)oc2ccccc12)c1ccc([N+](=O)[O-])cc1 | -1% | -5% | 0% | 6% | 2% | -6% | 12% | 11%
CCOC(=O)[C@H]1[C@H]2COc3ccc(OC)cc3[C@@H]2N2C(=O)CN(CCc3c[nH]c4ccccc34)C(=O)[C@@]12C | 2% | i | 6% | 1% | 13% | ? | -17% | -18%
CCOC(=O)N1CCN(c2c(F)cc3[nH]c(=S)[nH]c3c2Br)CC1 | 11% | 33%[57.5 µM] | 7% | 24% | -1% | 42% | -9% | -7%
COc1ccc(CNC(=O)C2CCCN2)cc1OC (configuration not stated) | -1% | -18% | 2% | -8% | 9% | 14% | ? | 2%
O=C(CCNC(=O)c1ccc([N+](=O)[O-])cc1)Nc1ccccc1N1CCCCC1 | -1% | -9% | -1% | -3% | 7% | 14% | 2% | -5%
CCCN(c1ccc(C(C)C)cc1)S(=O)(=O)c1c(C)noc1C | 15% | -5%[57.5 µM] | -3% | -3% | -6% | 16% | -15% | -13%
O=C(COC(=O)[C@@H]1CCCN1C(=O)c1cccs1)Nc1cccc(Cl)c1 | 2%[1.84 µM] | -93%[inhibitor] | -6% | ? | 10% | 27% | 6% | 0%
Clc1ccc(OCCCCN2CCc3ccccc3C2)cc1 | 1% | i | 8% | -3% | 24% | 18% | -20% | 2%
CCc1[nH]nc2c1C(C1C=CCCC1)C(C#N)=C(N)O2 (configuration not stated) | -5% | -75%[inhibitor] | -6% | 8% | -1% | -31% | -7% | ?
O=C(/C=C/c1cccs1)NC(=S)NNC(=O)c1ccccc1O | 11% | -61%[inhibitor] | 0% | -32%[inhibitor] | 9% | 0% | 6% | 2%
CC(C)Cc1ccc(C(C)C(=O)Nc2ccccc2O)cc1 (configuration not stated) | 3% | -32%[inhibitor] | 5% | 0% | 13% | 6% | -29% | -19%
CCOc1ccc2nc(N3C(=O)/C(=C/c4ccc(Cl)cc4)NC3=S)sc2c1 | -5% | -49% | 5% | 0% | -5% | 31% | ? | -5%
Cc1c(C(=O)NN2CCOCC2)oc2ccccc12 | 3% | i | 3% | nt | 7% | -3% | -13% | 1%
Cn1ncc(C(=O)N=S(C)(=O)c2ccccc2)c1[N+](=O)[O-] (configuration not stated) | -5% | ? | 1% | -14% | 4% | 9% | -1% | 9%

Next part, starting with the last three of the part before.
Molecule | aSyn yeast inh | PTHR1 agonist | EPAC1 ag | TDP43 rescue | EPAC2 agonist | FUS suppressor | EPAC1 antagonist | EPAC2 antagonist
CCOc1ccc2nc(N3C(=O)/C(=C/c4ccc(Cl)cc4)NC3=S)sc2c1 | -5% | -49% | 5% | 0% | -5% | 31% | ? | -5%
Cc1c(C(=O)NN2CCOCC2)oc2ccccc12 | 3% | i | 3% | nt | 7% | -3% | -13% | 1%
Cn1ncc(C(=O)N=S(C)(=O)c2ccccc2)c1[N+](=O)[O-] (configuration not stated) | -5% | ? | 1% | -14% | 4% | 9% | -1% | 9%
CC(=O)c1cccc(NC(=S)Nc2ccc(F)cc2)c1 | 0% | -6% | 6% | 17% | 9% | -20% | -2% | 5%
N#Cc1ccc(C(=O)OCC(=O)NC(=O)NC2CCCCC2)cc1 | 2% | -30%[inhibitor] | -3% | 4% | -5% | nt | -4% | 6%
O=C(CCSc1ccc(Cl)cc1)c1ccco1 | -10% | -24% | 0% | ? | 9% | -24% | 8% | 1%
CCCCN(CC)CCCNC(=O)C1c2ccccc2C(=O)N(C)C1c1cn(C)c2ccccc12 (configuration not stated) | -3% | i | 2% | -6% | 1% | 5% | 2% | 17%
O=Cc1c(NCCN2CCOCC2)c2ccccc2[nH]c1=O | -5% | 11% | -2% | 5% | -2% | -19% | 2% | 4%
CC(=O)c1ccc(S(=O)(=O)N2CCN(CC#N)CC2)cc1 | -1% | -2% | 9% | 5% | 10% | 5% | -4% | -21%
CNC(=O)c1ccccc1Sc1ccccc1C#N | 0% | i | 5% | -17% | 10% | 6% | -26% | 6%
Cc1ccc(C)c(-c2ccc(=O)n(Cc3ccc(F)cc3Cl)n2)c1 | ? | -11%&-37% | 13% | 22µM*! | 8% | ? | -10% | ?
CCN(CC)C(=O)C1=C(C)N(CCCN2CCCC2=O)C(=O)C(CC(=O)NC2CCCC2)C1 (configuration not stated) | 16% | -15% | 1% | 16% | 4% | -23% | 17% | 3%
Cn1c(=O)n(C)c2cc(NS(=O)(=O)c3ccccc3)ccc21 | 0% | -2% | -4% | 0% | -7% | -16% | 3% | 6%
Fc1ccccc1Cc1noc(CN(Cc2ccccn2)CC2CCCO2)n1 (configuration not stated) | -3% | -19% | -6% | 11% | 1% | -5% | -2% | 8%
CC(Oc1ccc(Br)cc1)C(=O)Nc1cc(S(=O)(=O)N2CCOCC2)ccc1N1CCCC1 (configuration not stated) | -4% | i | 7% | -22% | 10% | 21% | 6% | 0%
O=C(NC1CCCC1)c1cc2nc(-c3ccco3)cc(C(F)(F)F)n2n1 | 8% | -6% | -8% | 15% | -10% | 40% | -9% | -4%
CCCCCn1c(=N)n(CC(O)COc2ccccc2OC)c2ccccc21 (configuration not stated) | 0%&3% | -12% | -6%&-15% | 7%&-24% | 12%&14% | -15%&-9% | -2%&-5% | 8%&34%
COc1cc(C(=O)C(=O)c2ccc(O)c(OC)c2)ccc1O | 1% | -19% | 1% | 14% | 7% | -8% | 8% | 3%
Cc1nc(C(=O)Nc2ccc(Cl)cc2Cl)nn1-c1cc(OC(C)C)c(Cl)cc1Cl | 0% | -11% | 0% | 8% | 0% | 16% | -14% | -3%
COc1cccc(C(=O)N/N=C(/c2ccccc2)c2ccccn2)c1 | ? | -4% | -8% | 11% | -6% | 7% | 2% | 9%
COc1ccc(OC)c(Nc2nc(C)nc3c2oc2ccccc23)c1 | ? | -59%[inhibitor] | 9% | 16% | -8% | -15% | 5% | 8%
Cc1nnc(SCC(=O)NC2CCCCCC2)n1C(C)C | -2% | i | 10% | -3% | 13% | 3% | 1% | 3%
O=C1C2C3CCC(O3)C2C(=O)N1c1nccs1 (configuration not stated) | 10% | i | -6% | 2% | 0% | -9% | -1% | 3%
O=C1CCCc2ccccc2N1Cc1cccc(Cl)c1 | 7% | -33% | -3% | 14% | -5% | -23% | -20% | -5%
COc1ccc(S(=O)(=O)N2CC(=O)Nc3ccccc32)cc1C | 1% | -33%[inhibitor] | 15% | 13% | 10% | -12% | 3% | 1%
CCCNC(=O)c1onc(CSc2ccc(F)cc2)c1C(=O)NCC1CC1 | -2% | -17% | -3% | ? | -1% | 25% | -10% | -9%
O=c1[nH]c(/C=C/c2ccccc2Cl)c([N+](=O)[O-])c(=O)[nH]1 | -11% | -36% | -2% | 5% | 5% | -12% | ? | -3%
Cn1nnnc1SCC(=O)Nc1ccc(Br)cc1Br | 5% | i | -1% | 15% | 11% | nt | 1% | 6%
Cn1c(-c2ccccc2)c(C=O)c2ccccc21 | -14% | -21% | 9% | 0% | 17% | -29% | 8% | -14%

7 compounds from above, showing only EPAC1 antagonist, FUS suppressor and TDP43 rescue.
canonical_smiles	EPAC1 antagonist	FUS suppressor	TDP43 rescue
Cn1c(-c2ccccc2)c(C=O)c2ccccc21	8%	-29%	0%
O=C(COC(=O)/C=C/c1ccccc1)NCCNC(=O)COC(=O)/C=C/c1ccccc1	-8%	12%	-39%[inhibitor]
CCCNC(=O)c1onc(CSc2ccc(F)cc2)c1C(=O)NCC1CC1	-10%	25%	?
CCSc1ccc([C@@H]2[C@@H]3C(=O)N(CC)C(=O)[C@@H]3[C@]3(C(=O)OC)CCCCN23)cc1OC	-21%	43%	?
CC(=O)c1ccc(S(=O)(=O)N2CCN(CC#N)CC2)cc1	-4%	5%	5%
COc1cc(C(=O)C(=O)c2ccc(O)c(OC)c2)ccc1O	8%	-8%	14%
CCOc1ccc2nc(N3C(=O)/C(=C/c4ccc(Cl)cc4)NC3=S)sc2c1	?	31%	0%
